High-throughput results as filed in PubChem BioAssay.
HIF act – HIF pathway transcriptional activators, primary screen, cell-based, U2OS HRE-luciferase, luminescence; actives 0.32% (n = 300,000); U2OS HRE-luciferase reporter; normalized: DMSO 0%, desferrioxamine 100%; activation, % at 7.5 µM (by protocol);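 active = mean activation of at least 10% of the iron chelator positive control signal, with at least half of replicates also reaching 10%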
AI-2 QS modul – Vibrio harveyi AI-2 quorum sensing modulators, primary screen, JMH597 strain, luminescence/OD600 ratio | actives 0.4% (n = 300,000) | Vibrio harveyi JMH597 AI-2 luminescence/OD600 ratio, 9 h; hits give low values; strain lacks LuxN and CqsS sensors; 0 = neutral-control median | activity change, % at 7.5 µM; in the data active = activity change below about -75%, passing the limit was not always enough;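 note: luminescence divided by OD600 gain over 9 h not by final OD600 alone; inactives centre near 13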
Platelet DG rel – inhibitors of platelet dense granule secretion, primary screen, cell-based, MLPCN, human platelets | human platelet-rich plasma, SFLLRN dense granule ATP release, luminescence | inhibition, %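 (compounds screened at 7.5 µM in platelet-rich plasma)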 | actives 0.22% (n = 300,000);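 active = mean replicate score, as percent of positive control, at or above 50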
HSP90 refold inh – HSP90 inhibitors, primary screen, cell lysate, luminescence; Heat shock protein HSP 90 (rabbit reticulocyte lysate; luciferase refolding); Rabbit reticulocyte lysate, luciferase refolding luminescence, 3 h; inhibition, % at 5.6 µM; actives 0.91% (n = 290,000); AID 1789, 2009;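 active = inhibition above the screen-wide mean plus 3 SD, computed separately per campaign, cut at about 16% in these data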;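 note: 0% = DMSO wells and 100% = 60 µM geldanamycin wells; inhibitors lower the luminescence because luciferase stays unfolded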
HSF1 activator – HSF-1 activators, primary screen, NIH3T3-HGL cells, MG132 stress, luminescence, single point | NIH3T3-HGL HSF-1 luciferase reporter, 8 h; 100% = twice DMSO control signal | actives 1.7% (n = 300,000) | activation, % at 9 µM;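 active = mean replicate activation of at least 50% with a set share of replicates each reaching 50%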;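 note: 0% = median of the neutral control wells and 100% = twice that signal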
aSyn 5UTR inh – MLPCN primary screen, SNCA 5' untranslated region | actives 0.82% (n = 300,000) | inhibition, % (tested at 7.5 µM) | alpha-synuclein 5'UTR reporter, inhibitor activity; in the data active = inhibition above about 60%;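 note: H4 neuroglioblastoma cells stably carrying SNCA 5'UTR luciferase fusion; 0% = DMSO wells and 100% = positive control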
HSF1 inh – HSF1 inhibitors in luciferase reporter cells, primary screen, cell-based, NIH3T3, luminescence. activity change, negative = inhibition, % at 7.5 µM (by protocol). actives 0.77% (n = 300,000). NIH3T3-HGL HSE-luciferase, MG132-induced, luminescence 8 h; hits give low values. AID 2098, 2009;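 active = more than half of replicate wells show activity change below -50%, luminescence cut by over half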;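 note: luciferase reports HSF-1 transcriptional activity via heat shock element; 0% = median of DMSO wells and -100% = zero luminescence signal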
IEC-6 tox – cytotoxicity in IEC-6 intestinal epithelial cells, primary screen, cytotoxicity control for KLF5 inhibitor project, cell-based, luminescence | IEC-6 cytotoxicity, luminescence viability | inhibition, % at 5 µM | actives 0.78% (n = 290,000) | AID 1825, 2009; in the data active = inhibition above about 22%;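 note: 0% = plate median of test compound wells and 100% = cytotoxic reference compound wells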
HDAC3 inhib – HDAC3 deacetylase inhibitors, primary screen, biochemical, fluorescence, cell-free homogeneous; recombinant HDAC3, fluorogenic peptide/trypsin coupled; inhibition, % at 8.3 µM; actives 0.15% (n = 320,000); in the data active = inhibition above about 26%, passing the limit was not always enough
Target sequence (O15379 whole entry, looked up): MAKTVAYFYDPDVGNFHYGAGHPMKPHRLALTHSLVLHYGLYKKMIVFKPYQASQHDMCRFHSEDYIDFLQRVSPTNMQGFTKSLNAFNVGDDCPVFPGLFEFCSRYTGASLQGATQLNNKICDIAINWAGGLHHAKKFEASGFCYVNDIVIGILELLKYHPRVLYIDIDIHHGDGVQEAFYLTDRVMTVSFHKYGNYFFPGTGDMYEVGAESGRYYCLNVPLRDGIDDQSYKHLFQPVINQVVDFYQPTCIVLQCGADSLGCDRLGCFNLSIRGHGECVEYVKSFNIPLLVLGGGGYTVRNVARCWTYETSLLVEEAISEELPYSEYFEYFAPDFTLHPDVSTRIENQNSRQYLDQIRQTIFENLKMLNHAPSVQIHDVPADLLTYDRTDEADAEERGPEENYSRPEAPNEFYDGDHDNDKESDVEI
KLF5 inh – KLF5 expression inhibitors, primary screen, DLD-1 cells, luminescence | AID 1700, 2009 | DLD-1 KLF5 promoter-luciferase reporter | actives 0.23% (n = 290,000) | inhibition, % at 5 µM;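 active = inhibition above a per-plate limit of that plate's mean compound inhibition plus 3 SD, cut at about 60% in these data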;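 note: 0% = DMSO wells and 100% = LY294002 at 200 µM; higher means less KLF5 promoter-driven luciferase light; inactives centre near -14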
The depositor's hits bear a star; . = no result given.

Molecule	KLF5 inh	HDAC3 inhib	AI-2 QS modul	HSF1 inh	Platelet DG rel	HIF act	IEC-6 tox	HSP90 refold inh	aSyn 5UTR inh	HSF1 activator
CCc1cc2c(=O)oc(-c3ccc(Br)cc3)nc2s1	-17	.	10	19	6	-0.1	-1	-3	-30	33
CCOc1ccc(N/C(N)=N/c2nc(C)cc(C)n2)cc1	-3	-1	22	0	8	-4.1	4	4	2	13
CN(C)S(=O)(=O)N(Cc1ccc(Br)cc1)c1ccccc1	17	-8	3	6	-8	-0.3	-4	1	-34	-4
O=C(Nc1ncc(Cc2cc(Cl)ccc2Cl)s1)c1ccc([N+](=O)[O-])cc1	-27	-11	21	1	1	-0.3	4	4	47	21
O=C(NCc1ccccn1)c1cc(-c2ccc(Br)cc2)nc2ccccc12	-24	2	17	7	-4	2.4	-1	1	-60	7
CCOC(=O)CNC(=O)CNC(=O)Cn1ccc2ccccc2c1=O	-12	0	12	1	9	-0.5	0	-1	6	28
Cc1cc(N(C)NC(=S)Nc2ccccc2)nc(C)n1	-3	4	25	0	5	-1.7	1	-1	-12	15
O=S(=O)(/C=C/c1ccccc1)Nc1cccc(S(=O)(=O)NC2=NCCC2)c1	-40	12	36	3	12	-0.6	5	2	-16	15
O=C(CN1CCN(S(=O)(=O)N2CCCCCC2)CC1)Nc1cc(Cl)ccc1Cl	10	0	16	-12	4	0.3	-5	-1	-1	4
COc1nccnc1NS(=O)(=O)c1ccc(NC(=S)NC(=O)c2ccc(F)cc2)cc1	-21	2	44	3	11	0.0	-6	-2	-18	9
COc1ccc(CN2CCN(C(C)C(=O)NC(C)c3ccc(F)cc3)CC2)cc1F (stereo not drawn)	-10	-5	17	3	3	-0.5	0	-3	6	8
Cc1ccc(NC(=O)CCc2nc3ccccc3[nH]2)cc1C	-32	3	8	-9	-2	-0.1	-4	-3	-2	0
Cc1ccc(Nc2nc3ccccc3nc2Nc2c(C)n(C)n(-c3ccccc3)c2=O)cc1	13	-3	20	-3	0	0.1	0	1	-15	-3
CCN(CC)CCCNC(=O)CN1C(=O)CSc2ccc(S(=O)(=O)N3CCOCC3)cc21	5	-5	0	-6	-2	-0.5	-1	1	18	-2
CN(Cc1ccco1)C(=O)c1ccc(CNS(=O)(=O)c2ccc3c(c2)C(C)(C)C(=O)N3C)cc1	-14	-2	24	-2	-21	-0.2	8	1	-8	6

A draw from above in order of length of the SMILES, high to low:
Molecule	KLF5 inh	HDAC3 inhib	AI-2 QS modul	HSF1 inh	Platelet DG rel	HIF act	IEC-6 tox	HSP90 refold inh	aSyn 5UTR inh	HSF1 activator
CN(Cc1ccco1)C(=O)c1ccc(CNS(=O)(=O)c2ccc3c(c2)C(C)(C)C(=O)N3C)cc1	-14	-2	24	-2	-21	-0.2	8	1	-8	6
Cc1ccc(Nc2nc3ccccc3nc2Nc2c(C)n(C)n(-c3ccccc3)c2=O)cc1	13	-3	20	-3	0	0.1	0	1	-15	-3
O=S(=O)(/C=C/c1ccccc1)Nc1cccc(S(=O)(=O)NC2=NCCC2)c1	-40	12	36	3	12	-0.6	5	2	-16	15
O=C(CN1CCN(S(=O)(=O)N2CCCCCC2)CC1)Nc1cc(Cl)ccc1Cl	10	0	16	-12	4	0.3	-5	-1	-1	4
O=C(NCc1ccccn1)c1cc(-c2ccc(Br)cc2)nc2ccccc12	-24	2	17	7	-4	2.4	-1	1	-60	7
CCOC(=O)CNC(=O)CNC(=O)Cn1ccc2ccccc2c1=O	-12	0	12	1	9	-0.5	0	-1	6	28

The listing continues.
Molecule	KLF5 inh	HDAC3 inhib	AI-2 QS modul	HSF1 inh	Platelet DG rel	HIF act	IEC-6 tox	HSP90 refold inh	aSyn 5UTR inh	HSF1 activator
CCNc1nc(SCCOc2ccc(Cl)cc2Cl)nc(N(C)C)n1	24	.	11	4	7	-0.6	1	-1	3	12
Clc1ccccc1-c1nc2nc3ccccc3nc2n1-c1ccc2c(c1)OCO2	-8	.	6	11	0	0.1	0	3	14	17
COc1ccc(C2CCCN2C(=S)Nc2ccccc2C)cc1OC (stereo not drawn)	2	-12	6	-13	-5	-0.3	-1	3	2	-3
Cc1cnc(C(=O)OCC(=O)N2CCc3ccccc3C2)cn1	-4	-3	16	-2	3	0.0	0	0	-5	2
Nc1nonc1-n1nnc(C(=O)O)c1-c1cccs1	-16	2	5	-10	3	0.2	-1	4	-3	10
Cc1nc(N)[nH]c(=O)c1Oc1cccc(C(F)(F)F)c1	2	2	-8	-8	1	1.7	-2	4	6	13
O=C(c1cccc(C(F)(F)F)c1)N(c1ccccn1)C1CCCCC1	-30	3	3	-4	6	-0.2	0	1	17	1
COc1ccc2nc(SCC(=O)NC3CCCCC3)[nH]c2c1	-23	6	.	4	1	0.3	3	0	7	18
CCOCCCNC(=O)CSCc1nc(-c2ccc(SC)cc2)oc1C	-2	1	19	3	0	0.1	1	14	9	-11
COc1ccc(CCNC(=O)C2CCCN(C(=O)c3ccc(Cl)cc3)C2)cc1 (stereo not drawn)	-23	-7	7	-4	-1	-0.2	0	1	14	-5
COc1ccc(N2C(=O)CC(N(CCc3ccc(S(N)(=O)=O)cc3)C(=S)Nc3ccccc3)C2=O)cc1 (stereo not drawn)	8	.	17	2	-1	-0.6	2	6	10	-2
CC(C)(C)NC(=O)CN(C(=O)CNC(=O)c1cccs1)c1ccc2c(c1)OCCO2	-20	-3	8	-5	11	-0.1	-7	2	1	0
CC(=O)c1ccc(OCC(O)CN2CCN(S(=O)(=O)c3c(C)cc(C)cc3C)CC2)cc1 (stereo not drawn)	-34	2	31	-1	1	0.6	-5	-4	7	1
CN(C)CCNCc1ccccc1OC1CCCC1	-21	7	-9	2	-10	-0.4	8	4	2	19
Cc1ccc(Sc2c(C)nn(C(=O)c3cccc(S(=O)(=O)N4CCOCC4)c3)c2C)cc1	-18	13	8	3	-3	-0.1	-2	3	24	-2

Compound profiles, as listed above. Values in the order: KLF5 inh	HDAC3 inhib	AI-2 QS modul	HSF1 inh	Platelet DG rel	HIF act	IEC-6 tox	HSP90 refold inh	aSyn 5UTR inh	HSF1 activator
Entry for `CCNc1nc(SCCOc2ccc(Cl)cc2Cl)nc(N(C)C)n1` = 24	.	11	4	7	-0.6	1	-1	3	12
Entry for `COc1ccc(C2CCCN2C(=S)Nc2ccccc2C)cc1OC` (stereo not drawn) = 2	-12	6	-13	-5	-0.3	-1	3	2	-3
Entry for `COc1ccc(CCNC(=O)C2CCCN(C(=O)c3ccc(Cl)cc3)C2)cc1` (stereo not drawn) = -23	-7	7	-4	-1	-0.2	0	1	14	-5

Remaining list, next part.
Molecule	KLF5 inh	HDAC3 inhib	AI-2 QS modul	HSF1 inh	Platelet DG rel	HIF act	IEC-6 tox	HSP90 refold inh	aSyn 5UTR inh	HSF1 activator
COc1ccc(Cc2nc3ccc(C(=O)N4CCN(C)C(C)C4)cc3o2)cc1OC (stereo not drawn)	-22	0	15	1	2	0.9	5	-2	-11	8
O=C(O)c1cccc(NC(=S)NC(=O)c2cncc(Br)c2)c1	.	2	20	-12	-2	-0.8	.	.	-41	-3
O=C(CCSCCc1ccccn1)Nc1cccc([N+](=O)[O-])c1	-5	10	1	-2	-12	0.0	-5	2	5	0
CC12CCC(C(=O)N(NC(=O)c3ccc(O)cc3)C1=O)C2(C)C (stereo not drawn)	-23	-3	36	-17	2	-0.5	-8	-2	29	-14
Cc1nc2scc(-c3ccccc3)c2c(=O)o1	-14	-1	17	0	-3	0.2	-2	1	-24	-12
O=C(CNC(=S)N(Cc1ccccc1)Cc1ccccc1F)NCCc1ccc(Cl)cc1	3	2	37	-2	1	-1.0	-8	4	20	10
COc1cccc(/C=N/NC(=O)c2cnccn2)c1	-12	4	1	-76*	-12	1.5	-1	-4	-42	-82
COC(=O)C(Cc1ccc(O)cc1)NC(=O)C1CCN(S(=O)(=O)c2ccc(C)cc2)CC1 (stereo not drawn)	-4	3	27	-4	3	-0.1	-2	2	5	-15
CC(=O)Nc1nc(NC(=O)C(Cl)(Cl)Cl)n(-c2ccccc2)n1	29	-3	38	-3	-1	-0.1	8	4	10	-2
O=c1c(C(c2ccccc2)c2c(O)nc3n(c2=O)CCS3)c(O)nc2n1CCS2	-15	-4	3	-8	-2	0.2	4	-3	26	-29
CC(=O)c1ccc(NC(=O)C2CCCN2S(=O)(=O)c2cccc3cccnc23)cc1 (stereo not drawn)	-17	-9	13	2	4	.	3	1	-2	7
CN(C1CCCCC1)S(=O)(=O)c1ccc(S(=O)(=O)N2CCN(C(=O)c3ccccc3F)CC2)cc1	-13	7	1	3	-2	0.2	2	-1	5	28
Cc1nn(-c2ccccc2)c(C)c1/C=N/n1c(-c2ccncc2)n[nH]c1=S	11	-1	20	-12	2	0.0	-10	-3	34	-6
CC1Cc2ccccc2N1CC(=O)NC(=O)NCc1ccccc1 (stereo not drawn)	-11	4	7	-75*	6	-2.4	-5	0	-16	-75
CC(=O)c1ccc(NC(=O)COC(=O)c2nc(Cl)ccc2Cl)cc1	-12	-5	-59	3	5	0.6	-5	0	-13	-17
O=[N+]([O-])c1ccccc1-c1ccc(/C=N/n2cnnc2)o1	-19	18	36	3	2	-0.2	0	-2	-35	6
O=C(CNC(=O)C(c1ccccc1)c1ccccc1)OCC(=O)c1cccs1	-37	.	10	3	18	0.7	0	-1	7	1
Cc1ccccc1C(=O)NC1CCN(C(=O)Nc2ccc(F)cc2)CC1	16	-1	10	-3	-4	0.0	9	-2	1	-1
Cc1cc(Cl)ccc1OCC(=O)N/N=C1\CC2C=CCC12 (stereo not drawn)	-2	-5	12	.	-4	.	-5	6	17	.
CC(C)NC(=O)NC(=O)CN1C(=O)NC2(CCc3ccccc3C2)C1=O (stereo not drawn)	-39	3	12	-1	-4	1.3	-8	-2	-13	-25
Fc1ccc2c(c1)[C@H]1OCC[C@H]1[C@@H](c1ccco1)N2	-29	-26	7	2	1	0.1	3	-3	-12	-3
CC1=C(C(=O)OC2CCCCC2)C(c2cccc([N+](=O)[O-])c2)NC(=O)N1 (stereo not drawn)	-15	1	29	18	0	-1.8	-9	-2	-21	20
Cn1cc(S(=O)(=O)CC(=O)N2CCc3ccccc32)c2ccccc21	-31	4	31	-9	-3	-0.3	4	-1	25	-7

No enrichment for hits; any-hit rate near 5%.
